HIF-2a inh: HIF-2a inhibition | 0.72% of 360,000 active | inhibition, % at 18.8 µM | 786-0 RCC cells HIF-2a reporter, luciferase luminescence, overnight;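 active = inhibition of the luminescence signal of 40% or more relative to plate controls, in a single-dose primary screen at 18.75 µM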
Shn3 3UTR inh: inhibitors of Schnurri-3 3'UTR reporter in osteoblasts. Clone20 osteoblast Shn3 3'UTR firefly luciferase, 24 h. inhibition, % at 12.5 µM. 0.52% of 360,000 active;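 active = mean inhibition of at least 75% with every replicate also reaching 75%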;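 note: 0% = median of neutral control wells and 100% = pilot-screen positive control compound; some compounds past the cut are filed as inactive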
CF NFkB block: blocks PAF-induced NF-kB reporter in cystic fibrosis cells | KKLEB NF-kB-GFP reporter, GFP fluorescence overnight | inhibition, % at 5 µM | 0.86% of 360,000 active;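 active = at least 50% inhibition at 5 µM, scaled per plate between neutral and stimulator controls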;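 note: PAF is a Pseudomonas aeruginosa culture filtrate used as stimulus; plate controls were PAF-stimulated DMSO wells for no effect and unstimulated DMSO wells for full effect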
CaV13 ICDI inh: Disruptors of the CACNA1D IQ motif to Ca2+-dependent inactivation inhibitor domain association, primary screening, Förster resonance energy transfer in intact living …; HEK cells, CFP/YFP FRET ICDI-IQ, plate reader, 10 min; percent FRET-ratio fall versus neutral wells; inhibition, % at 12.3 µM; 0.098% of 340,000 active; AID 743397;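 active = mean replicate inhibition of at least 30% and at least 1% of replicates passing that level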;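 note: 0% = median of the neutral control wells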
PDI inh: PDI (human) enzyme inhibition; P07237; PDI insulin aggregation turbidity, A650, 90 min; inhibition, % at 10 µM; 0.052% of 350,000 active; AID 588391;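 active = mean inhibition across replicates of 30% or more, whatever share of single replicates reach that level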;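 note: absorbance from insulin aggregation driven by PDI reduction with DTT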
Target sequence (P07237 whole entry, looked up): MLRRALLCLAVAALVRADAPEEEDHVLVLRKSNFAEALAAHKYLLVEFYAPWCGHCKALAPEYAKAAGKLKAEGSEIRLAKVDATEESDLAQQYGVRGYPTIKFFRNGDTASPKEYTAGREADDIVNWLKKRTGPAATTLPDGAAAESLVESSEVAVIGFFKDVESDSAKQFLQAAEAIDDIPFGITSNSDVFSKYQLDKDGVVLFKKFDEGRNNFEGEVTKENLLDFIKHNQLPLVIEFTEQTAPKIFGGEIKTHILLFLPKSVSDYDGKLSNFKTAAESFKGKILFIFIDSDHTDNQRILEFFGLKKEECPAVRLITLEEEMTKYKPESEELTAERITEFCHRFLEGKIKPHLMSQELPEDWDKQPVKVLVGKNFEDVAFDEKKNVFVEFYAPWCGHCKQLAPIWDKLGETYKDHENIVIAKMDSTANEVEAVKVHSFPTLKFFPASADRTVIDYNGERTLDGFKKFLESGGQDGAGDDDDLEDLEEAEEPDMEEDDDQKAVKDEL
MITF TRPM1 inh: reduces MITF-dependent TRPM1 promoter luciferase signal | AID 488899 | inhibition, % at 12.5 µM | 0.83% of 330,000 active | SK-MEL-5 TRPM1 promoter luciferase, 24 h;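 active = mean inhibition across replicates of 60% or more, whatever share of single replicates reaches that level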; note: values of inactives mirror those of a sister screen read the other way
KKLEB tox: reduces viability of KKLEB cystic fibrosis airway cells; 0.36% of 360,000 active; activity change (cytotoxicity), % at 5 µM; KKLEB CF airway cells viability, ATPlite luminescence, overnight; active compounds read low; cells stimulated with P. aeruginosa culture filtrate;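 active = corrected activity change at or below -50% at 5 µM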
NR2E3 ag-1: activates human NR2E3 receptor; inhibition of corepressor binding, % at 3.98 µM; CHO-S Gal4-NCOR/VP16-NR2E3 two-hybrid, luciferase; Q9Y5X4; 0.35% of 360,000 active; AID 602229;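 active = inhibition above the mean of all tested compounds plus 3 SD, cut at about 70% in these data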;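 note: 0% = DMSO with NR2E3 transfected cells and 100% = cells lacking NR2E3 construct; higher means lower luciferase signal from less NR2E3 corepressor binding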
Target sequence (Q9Y5X4 whole entry, looked up, the tested form may be a part): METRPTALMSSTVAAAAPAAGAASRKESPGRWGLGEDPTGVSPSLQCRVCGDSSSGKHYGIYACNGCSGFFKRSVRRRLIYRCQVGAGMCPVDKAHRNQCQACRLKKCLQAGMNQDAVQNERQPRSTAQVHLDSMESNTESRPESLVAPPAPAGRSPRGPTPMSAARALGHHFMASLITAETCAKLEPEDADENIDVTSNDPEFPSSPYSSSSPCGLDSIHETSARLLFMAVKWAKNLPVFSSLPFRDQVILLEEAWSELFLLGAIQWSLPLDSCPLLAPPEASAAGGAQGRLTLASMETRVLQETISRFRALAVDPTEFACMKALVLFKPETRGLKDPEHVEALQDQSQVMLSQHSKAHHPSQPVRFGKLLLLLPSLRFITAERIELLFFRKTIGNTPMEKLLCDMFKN
NR2E3 ag-2: activates human photoreceptor nuclear receptor NR2E3 | Q9Y5X4 | GST-NR2E3/biotin-RetCOR TR-FRET, 1536-well | inhibition of corepressor binding, % at 4.78 µM | 0.12% of 320,000 active | AID 2300;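 active = percent inhibition above the cutoff of mean plus 3 SD of all tested compounds, set per screening campaign, cut at about 20% in these data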;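 note: 0% = DMSO wells and 100% = biotin wells as full block of FRET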
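System: GST-tagged NR2E3 plus biotinylated RetCOR corepressor; Amount: 1.35 nM GST-tagged NR2E3 final; Dosing: single nominal compound dose of 4.8 µM; Schedule: 5 h incubation at 4 °C; Technique: TR-FRET with europium anti-GST and streptavidin-D2, 340 nm excitation; Controls: biotin wells as high control, 0.6% DMSO wells as low control.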
Peg3 promoter: Peg3 promoter activity inhibition. HeLa PEG-Prom luciferase reporter, luminescence, overnight. 1.7% of 360,000 active. inhibition, % at 20 µM;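 active = inhibition of at least 50% at 20 µM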
Vif imaging: HIV Vif inhibition; HEK293T cells, Vif self-association by quenched fluorescence, imaging, 24 h; inhibition, % at 7.49 µM; 0.35% of 340,000 active; in the data active = inhibition above about 50%, passing the limit was not always enough; note: some results filed as inactive read as strong as hits
Active calls of the source: *; x = no result given.

Every second line gives: HIF-2a inh	Shn3 3UTR inh	CF NFkB block	CaV13 ICDI inh	PDI inh	MITF TRPM1 inh	KKLEB tox	NR2E3 ag-1	NR2E3 ag-2	Peg3 promoter	Vif imaging
> COC(=O)C(C)NC(=O)COc1ccc2ccccc2c1 (configuration not stated)
    1	-1	-45	-3	-3	-10	4	17	1	-7	-8
> Cc1ccc(Cn2ccsc2=NC(=O)COC(=O)c2ccc(NC(=O)CC#N)cc2)cc1
    1	44	29	-6	3	11	-12	10	4	17	-9
> CC1(C)N=C(c2ccccc2)C(=O)N1
    6	-5	-18	-4	-1	-3	5	15	-2	9	-1
> COc1ccc(OC)c(NC(=S)NCc2ccccc2OC)c1
    8	3	-7	-5	0	21	6	9	3	12	5
> CC(C)[C@H](NC(=O)c1ccccc1Cl)C(=O)NC1CCCCCC1
    -21	7	-5	-11	3	2	5	-14	-1	-11	4
> Nc1nonc1-n1nnc(C(=O)N/N=C/c2cccc(O)c2)c1CN1CCCC1
    17	0	13	-3	-5	3	-4	-4	x	10	8
> Cc1nn(C(C)C)c(C)c1CN1CCCC(C(=O)c2cccc(OC(C)C)c2)C1 (configuration not stated)
    1	5	22	-2	5	4	-2	13	3	11	2
> COc1ccc(CNC(=O)Cc2c[nH]c3ccccc23)cc1OC
    7	12	-3	-19	14	-1	4	-22	-1	2	8
> Cc1ccc(C)c(NC(=O)CN(C)C(=O)COc2ccc3ccccc3c2)c1
    -10	-29	5	-4	-2	16	-7	23	x	3	1
> CCOC(=O)c1sc(NC(=O)CSc2n[nH]c(CC(C)C)n2)nc1C
    17	6	-2	-17	-7	-16	6	-33	-1	11	-2
> CCN(C(=O)CSc1nnc(CNc2cccc(OC)c2)n1C1CCCCC1)C1CCS(=O)(=O)C1 (configuration not stated)
    9	-6	10	x	3	-3	4	-10	2	8	1
> CCOC(=O)C1CCCN(C(=O)Cn2ncc3c(=O)oc4ccc(C)cc4c32)C1 (configuration not stated)
    5	-3	5	x	x	x	5	4	x	-5	-4
> COCc1cc(CN2CCCC(CNC(=O)c3ccc(F)cc3)C2)ccc1OC (configuration not stated)
    22	27	3	-5	9	-1	-3	-17	0	-4	1
> CCOC(=O)CCc1cnccc1-c1cccc(OC)c1O
    10	3	20	-12	-2	1	1	-1	-5	0	-2
> Cc1cc(NC(=O)CSCC(=O)N(c2cccc(Cl)c2)C(C(=O)NC2CCCCC2)c2ccc(O)c(O)c2)no1 (configuration not stated)
    18	12	-2	-19	-5	6	-4	-13	3	17	-4
> CC(=O)Nc1ccc2c(=O)n(-c3ccccc3)sc2c1
    -96	-7	33	-6	-2	x	10	-37	x	-61	6
> O=C(O)c1ccc(NC2CC(=O)N(Cc3ccccc3)C2=O)cc1 (configuration not stated)
    15	13	-10	-3	-1	7	17	-7	-1	22	0
> CCc1nc2c(OCCOc3ccc(F)cc3)cccn2c1N(C)C(=O)c1cccs1
    15	14	-8	-3	-1	x	-2	2	x	16	-1
> CN(C(=O)c1cccc(S(=O)(=O)NCc2ccccc2)c1)C1CCCCC1
    12	14	-10	-6	4	-4	10	23	x	-2	-1
> O=C(NCCCNC(=O)c1cnccn1)c1ccc(Br)cc1
    1	-9	-4	-3	2	7	4	-9	1	8	7
> OC(c1ccccc1)c1nc(-c2cccc3cccnc23)cs1 (configuration not stated)
    -137	1	-28	-5	2	x	10	-90	x	-143	12
> O=c1cc(N2CCN(c3ccccc3)CC2)[nH]c(=O)n1-c1ccccc1
    5	9	-5	x	1	4	-4	-29	0	7	20
> CCN(C(=O)COC(=O)c1nc2nc(C)cc(C)n2n1)C1CCS(=O)(=O)C1 (configuration not stated)
    10	3	-15	-10	7	-19	14	-7	-1	5	-4
> Cc1ccnc(NCc2cc(Cl)ccc2O)c1
    -59	-14	5	-6	-2	x	-11	-39	x	-109	-4
> CCC(=O)N1CCN(c2nc3ccc(Br)cc3s2)CC1
    -282	-1	-6	-14	-1	-64	-5	-89	-3	-321	-4
> CCC(C)[C@H](NC(=O)Nc1ccccc1F)C(=O)O (some centres not stated)
    12	-8	0	-2	8	5	-3	-16	0	2	-3
> COc1ccc(OC)c(-c2csc(NC(=O)CN3C(=O)NC4(CCCC4)C3=O)n2)c1
    -13	4	-14	-6	-1	-1	7	7	3	-15	9
> CCc1ccc2[nH]c(=O)c(Cc3ccccc3)c(O)c2c1
    8	-67	-1	-21	2	8	-5	-24	3	14	4
> COc1ccc(C2C(C(=O)N3CC(C)CC(C)C3)c3ccccc3C(=O)N2C)cc1 (configuration not stated)
    10	-1	3	x	18	6	-6	-19	-4	-3	0
> CC1CC(=O)Nc2ccc([N+](=O)[O-])cc2N1C (configuration not stated)
    15	13	2	-6	1	2	4	9	-2	18	-1
> COc1ccc(N2C(=O)C3C4c5ccccc5C(C=Nc5ccc(C)cc5C)(c5ccccc54)C3C2=O)cc1 (configuration not stated)
    28	24	6	-6	-11	23	0	-9	6	32	x
> CSc1nsc(SC)c1NC(=O)N1CCCC1
    -4	9	-15	-9	0	1	4	-12	1	-12	-6
> Cc1c(C(=O)OCC(=O)Nc2cccc(S(N)(=O)=O)c2)oc2c1ccc1ccccc12
    -144	0	-37	-2	10	2	-3	-9	1	-15	2
> O=C(CSc1nncs1)Nc1nccs1
    8	-1	26	-2	4	-2	-4	-16	-5	-12	8
> O=C(O)c1ccc(-n2nnnc2SCc2ccccc2)cc1
    9	0	-6	-6	-6	-5	-5	-7	-2	-3	-15
> CC(=O)c1cn(CC(=O)NCc2ccco2)c2ccccc12
    -50	15	5	-5	-4	9	2	-18	-5	-36	x
> Cc1ccnc(Sc2ncccc2[N+](=O)[O-])n1
    11	0	-10	x	-11	-7	4	4	2	5	x
> CCOc1ccc(C2c3[nH]c4ccccc4c3CCN2Cc2cn(CC)nc2C)cc1 (configuration not stated)
    -37	6	2	-15	-11	11	1	4	2	-2	-2
> CCOC(=O)c1c(S(=O)(=O)NCCc2cccs2)c(C)n(C)c1C
    0	-5	3	-4	1	-8	-1	-14	4	8	8
> COCCN(C(=O)CCSc1ccc(F)cc1)c1c(N)n(Cc2ccccc2)c(=O)[nH]c1=O
    7	10	9	-6	-11	-5	1	-26	1	-8	3
> CC1=C(/C=C/C(C)=C/C=C/C(C)=C/CO)C(C)(C)CCC1
    19	-6	-10	x	x	x	-4	-14	-2	5	-4
> NC(=O)c1cnn2c(C(F)(F)F)cc(-c3ccccc3)nc12
    10	6	19	0	1	-17	-2	0	-1	19	-7
> CCSc1nnc(NC(=O)CSc2nccn2-c2cccc(C)c2)s1
    -7	x	-3	-1	-9	6	13	-17	1	8	x
> CCC1CCCCN1CCCNC(=O)C1CCN(S(=O)(=O)N2CCCCC2)CC1 (configuration not stated)
    26	21	-32	x	-2	-17	16	-22	-1	11	0
> CC[C@]12c3[nH]c4ccc(Cl)cc4c3CCN1C(=O)[C@@H](CC(=O)NCCCOC)C[C@@H]2C(=O)N1CCN(C(=O)c2ccco2)CC1
    6	-4	13	-5	13	-7	-19	-31	x	-4	-5

Three entries out of the list above, sorted by their value in HIF-2a inh, falling:
Compound,HIF-2a inh,Shn3 3UTR inh,CF NFkB block,CaV13 ICDI inh,PDI inh,MITF TRPM1 inh,NR2E3 ag-1,NR2E3 ag-2,Peg3 promoter,Vif imaging
COCc1cc(CN2CCCC(CNC(=O)c3ccc(F)cc3)C2)ccc1OC (configuration not stated),22,27,3,-5,9,-1,-17,0,-4,1
CCC(C)[C@H](NC(=O)Nc1ccccc1F)C(=O)O (some centres not stated),12,-8,0,-2,8,5,-16,0,2,-3
COc1ccc(C2C(C(=O)N3CC(C)CC(C)C3)c3ccccc3C(=O)N2C)cc1 (configuration not stated),10,-1,3,x,18,6,-19,-4,-3,0

(continued)
Every second line gives: HIF-2a inh	Shn3 3UTR inh	CF NFkB block	CaV13 ICDI inh	PDI inh	MITF TRPM1 inh	KKLEB tox	NR2E3 ag-1	NR2E3 ag-2	Peg3 promoter	Vif imaging
> COc1ccc(S(=O)(=O)N2CCOCC2)cc1C(=O)NCc1c(C)nn(Cc2ccccc2)c1C
    3	-7	14	-1	6	1	-6	-3	x	2	7
> Cc1cccc(C(=O)C2CCN(S(=O)(=O)c3cccc(C(=O)O)c3)CC2)c1
    13	-8	-13	-4	-11	9	1	-7	x	6	-5
> Cc1cc2ncn(-c3ncnc4sc5c(c34)CCC(C)C5)c2cc1C (configuration not stated)
    20	21	16	-7	-10	-8	-2	-15	-1	15	x
> Cc1ccc2c(c1)C(c1ccc(F)cc1)N(C(=O)c1ccc(S(=O)(=O)N(C)C)cc1)CC(=O)N2 (configuration not stated)
    9	9	3	-4	-2	2	-8	-15	-2	-1	0
> c1ccc2c(c1)ncn2CCOCCOCCn1cnc2ccccc21
    21	4	0	x	4	13	-6	12	1	5	-3
> CCc1ccc2[nH]c(C(=O)Nc3ccc(C)c(F)c3)cc2c1
    -118	-64	5	-5	1	x	11	-89	x	-97	-12
> CC(C)C1Nc2ccc(C(=O)NCCCN3CCOCC3)cc2NC1=O (configuration not stated)
    4	-54	-1	x	9	-7	7	-10	4	4	55*
> COCCNC(=S)NN(c1ccccc1)c1ccccc1
    22	-3	7	-2	4	14	0	14	-3	19	-2
> O=C(Nc1cc(F)ccc1F)c1cccc(-n2cnnn2)c1
    11	-9	-9	-6	4	-15	-15	6	-2	1	x
> CCN(CC)C(=O)CSc1nnc(-c2ccccn2)n1Cc1ccccc1
    5	-20	16	-2	15	9	8	-2	0	-3	-6
> Cc1cc(Cl)c(S(=O)(=O)N2CCCCCC2)cc1OCC(N)=O
    17	-7	3	-4	0	3	-2	-14	-1	18	6
> CCOC(=O)N1CCC(N2Cc3cccc(C(=O)O)c3C2=O)CC1
    -1	4	9	-1	x	x	0	-23	-3	-5	x
> Cc1cc(C)cc(NC(=O)CSc2nnc(-c3ccc(S(=O)(=O)N4CCCC4)cc3)o2)c1
    8	-7	19	x	5	-3	5	-2	-2	18	1
> O=C(COC(=O)c1cc(S(=O)(=O)N2CCOCC2)ccc1O)Nc1ccc2c(c1)OCO2
    5	-5	4	-6	-9	13	10	-23	x	-6	16
> COC(=O)c1ccc(NC(=O)CN2CCN(CCO)CC2)cc1
    15	0	1	-2	-1	-2	8	-13	5	10	-2
> O=C(NCC1CCCO1)C1CCCN(S(=O)(=O)c2ccc(Br)cc2)C1 (configuration not stated)
    12	-3	-7	-5	8	-2	-1	4	1	3	1
> Cc1ccc(C(=O)OCC(=O)Nc2ccc(C(N)=O)cc2)s1
    5	-14	17	-5	-2	-7	-8	-30	-1	-11	3
> COc1cc(S(=O)(=O)N2CCOCC2)ccc1NC(=O)COC(=O)c1ccc(Cl)nc1
    2	-11	-2	-5	-6	x	12	-36	x	-15	5
> NC(=O)c1cc[n+](Cc2ccc([N+](=O)[O-])cc2)cc1
    13	-5	-5	-6	1	8	4	-2	0	1	-4
> CC(c1nccs1)N(C)C(=O)CCc1nnc(Cc2c[nH]c3ccccc23)o1 (configuration not stated)
    4	x	4	-8	4	-2	-15	5	4	4	-6
> CCCC[C@@H]1CNCCN1CCc1cc(C(F)(F)F)cc(C(F)(F)F)c1
    -1	1	1	-5	-4	30	-11	-8	2	7	-2
